# uPA generation: cell surface uPA generation inhibition; cell surface uPA generation assay, qHTS; hit rate 0.31% among 330,000; AID 540303; Potency, µM (series often up to 38.3 µM), for the others: at the top dose activity change, negative = inhibition, most hits filed as inhibitors; active = well fitted inhibition curve with a large enough effect; inconclusive = small, poorly fitted or top-dose-only effect; inactive = no such curve, though single readings can be large or run the other way; tested in mouse RAW 264.7 cells; also: potency is read from the fitted curve at half-maximal effect; % is scaled to controls: 0 for no effect and ±100 for the full control effect; nearly all actives have a fitted effect of over 55% in size
# Mito fusion yeast: blocks mitochondrial division or promotes mitochondrial fusion | S. cerevisiae fusion-defective mutant growth rescue, CellTiterGlo 48 h | Potency, µM (doses to about 46.1 µM), for inactives: at the top dose growth rescue (activation), most hits filed as activators | hit rate 0.23% among 320,000;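 also: potency is read from the fitted curve at half-maximal effect; % of control where 0% means no effect; nearly all actives have a fitted effect of over 45% in size; temperature-sensitive fusion mutants such as fzo1-1 at 37 °C on non-fermentable ethanol glycerol medium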
#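 Read-out: ATP-based luminescence (CellTiterGlo, 10 min ambient) reporting growth of fusion-defective ts yeast after 48 hours at 37C on glycerol/ethanol YPEG medium in the presence of compound.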
# TSG101-PTAP inh: blocks PTAP/TSG101 interaction to inhibit HIV-1 budding; Q99816; Fluorescence polarization, FITC-PTAP peptide / Tsg101 binding; Potency, µM (doses to about 115 µM), for inactives: at the highest dose activity change, negative = inhibition, hits mostly inhibitors; 340,000 tested, under 10 active; AID 493005; active = well fitted inhibition curve with a large enough effect in the main read-out, with a control signal flat, not every such curve was filed as active; inconclusive = small, poorly fitted or top-dose-only effect, or effect the other way, or a change in a side signal; inactive = no such curve, though single readings can be large or run the other way; also: potency is read from the fitted curve at half-maximal effect; % of control where 0% means no effect
#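 Compounds were pin-transferred onto Tsg101 binding domain (10 uM final) in HEPES pH 7.5 buffer, then FITC-PTAP peptide was added at 50 nM final. After 20 min at RT, polarization reported peptide displacement across a qHTS concentration series.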
# Tb PFK inh: inhibitors of T. brucei phosphofructokinase. T. brucei PFK, ADP-Glo luminescence. Potency, µM (highest dose often 57.5 µM), for inactives: at the top dose activity, negative = inhibition, usual class: inhibitors. hit rate 0.17% among 330,000. AID 485367;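 also: potency is read from the fitted curve at half-maximal effect; 0% = uninhibited 1x PFK enzyme wells and -100% = no-enzyme wells; nearly all actives have a fitted effect of over 60% in size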
# Target sequence (O15648 whole entry, looked up): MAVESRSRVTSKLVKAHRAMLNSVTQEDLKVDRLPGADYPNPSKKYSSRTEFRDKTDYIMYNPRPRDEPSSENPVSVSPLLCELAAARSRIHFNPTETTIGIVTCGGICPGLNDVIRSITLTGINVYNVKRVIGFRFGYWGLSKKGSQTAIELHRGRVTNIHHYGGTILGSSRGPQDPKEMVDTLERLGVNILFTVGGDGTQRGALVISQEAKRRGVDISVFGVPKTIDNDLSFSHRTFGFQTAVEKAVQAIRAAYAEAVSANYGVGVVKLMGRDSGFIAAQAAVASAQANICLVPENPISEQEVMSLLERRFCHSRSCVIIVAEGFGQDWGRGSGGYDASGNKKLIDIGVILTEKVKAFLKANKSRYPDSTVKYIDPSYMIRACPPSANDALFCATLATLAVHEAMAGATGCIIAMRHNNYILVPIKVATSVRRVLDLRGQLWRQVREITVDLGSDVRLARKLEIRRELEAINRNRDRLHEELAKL
#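 ADP-Glo luminescence quantified ADP after 45 min at room temperature, with 1.25 nM T. brucei PFK, 0.1 mM ATP and 0.5 mM fructose-6-phosphate in pH 8.0 TEA buffer. qHTS titrations up to 57 µM; curves classified by quality.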
# TSHR antag: human thyrotropin receptor antagonism. P16473. TSHR-expressing cells, TSH-stimulated cAMP HTRF, 2 h; hits give low values. activity change, negative = inhibition, % at 11.5 µM. hit rate 0.2% among 330,000. AID 504810;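 active = activity change below a set negative limit, meaning inhibition stronger than a set level, cut at about -70% in these data; inconclusive = activity change between two set negative limits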; also: % is scaled to controls: 0 for no effect and ±100 for the full control effect
#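 Antagonism was scored as loss of TSH-driven cAMP in TSHR cells, stimulated with 4nM TSH (EC80) for 2 hours at 37 deg C and detected by homogeneous HTRF competition immunoassay.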
# TCR activator: activates T cell receptor signaling | primary human leukocytes, anti-CD3, IL-2 HTRF, 48 h | Potency, µM (doses to about 9.22 µM), for inactives: at the top dose activation of IL-2 secretion, usual class: activators | 330,000 tested, under 10 active; also: % of control where 0% means no effect
#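 TCR engagement came from a-CD3 beads alone, with compounds added to primary human leukocytes for 48 hr. Secreted IL-2 bridged europium cryptate- and d2-labelled anti-IL-2 antibodies, giving FRET emission at 665nm after 320nm excitation.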
# Eya2 inh: Eya2 (human) phosphatase inhibition. O00167. recombinant Eya2, OMFP fluorescence dephosphorylation (OMFP is methylfluorescein phosphate). Potency, µM (series often up to 76.9 µM), for the others: top-dose activity, negative = inhibition, usual class: inhibitors. hit rate 0.006% among 330,000; also: potency is read from the fitted curve at half-maximal effect; % is scaled to controls: 0 for no effect and ±100 for the full control effect
# Target sequence (O00167 whole entry, looked up): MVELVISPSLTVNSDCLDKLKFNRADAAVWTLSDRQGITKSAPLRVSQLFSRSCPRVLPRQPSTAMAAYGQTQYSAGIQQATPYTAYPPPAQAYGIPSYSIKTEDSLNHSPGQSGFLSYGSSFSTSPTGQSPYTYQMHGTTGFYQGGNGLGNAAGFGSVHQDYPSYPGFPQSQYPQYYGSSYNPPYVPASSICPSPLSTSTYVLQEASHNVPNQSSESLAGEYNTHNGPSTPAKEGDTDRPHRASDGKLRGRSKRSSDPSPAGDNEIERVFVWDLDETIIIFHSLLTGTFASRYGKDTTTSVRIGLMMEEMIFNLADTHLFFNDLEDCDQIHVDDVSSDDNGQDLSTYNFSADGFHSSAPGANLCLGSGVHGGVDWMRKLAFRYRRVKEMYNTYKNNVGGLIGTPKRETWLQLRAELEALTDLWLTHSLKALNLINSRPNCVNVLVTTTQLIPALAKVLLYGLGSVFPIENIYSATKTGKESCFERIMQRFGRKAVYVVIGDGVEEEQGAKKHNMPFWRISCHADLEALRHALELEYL
#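 Eya2 (0.2 uM) preincubated 10 min at ambient with compound, then OMFP substrate added at 50 uM; 10 min reaction in 50 mM HEPES pH 7.5, 50 mM NaCl, 5 uM MgCl2, 0.05% BSA, 1 mM DTT. Fluorescence read at Ex 485/Em 525 nm.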
# BCR signal inh: blocks chronic active B-cell receptor signaling | Potency, µM (highest dose often 46.1 µM), for inactives: top-dose ratio change, negative = lower green/red ratio, hits mostly inhibitors | ABC-DLBCL IkBa-CBG/CBR reporter, luminescence ratio, 4 h | AID 493014 | hit rate 0.05% among 340,000; active = well fitted inhibition curve with a large enough effect in the signal ratio, with a control signal flat, not every such curve was filed as active; inconclusive = small, poorly fitted or top-dose-only effect, or effect the other way, or a change in a side signal; the % refers to the signal ratio;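 also: potency is read from the fitted curve at half-maximal effect; plate controls were basal doxycycline-induced cells for no effect and cells given 10 µM MG132 for full effect; MG132 reads +100%, hits lower the ratio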
#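 TMD8 human ABC-DLBCL cells with doxycycline-inducible IκBα–green luciferase fusion and unfused red luciferase, in 0.5% FBS medium; compounds up to 46 uM, 4 h at 37C. Green/red luminescence ratio, filter-overlap corrected, fitted to concentration-response curves.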
# B2AR arrestin: beta2AR (human) beta-arrestin recruitment activity; AID 492947; P07550; Potency, µM (top dose mostly 46.1 µM), for the others: top-dose activation, most hits filed as activators; hit rate 0.02% among 330,000; beta-arrestin recruitment to beta2AR, cell-based reporter;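 also: potency is read from the fitted curve at half-maximal effect; 0% = DMSO controls and full agonism = EC100 isoproterenol or metaproterenol; nearly all actives have a fitted effect of over 65% in size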
# ELG1 repair inh: blocks ELG1-dependent DNA repair in HEK293T cells; HEK293T ELG1-luciferase reporter, luminescence, 16 h; DNA damage induced by 5-fluorouridine; Potency, µM (top dose mostly 46.1 µM), for the others: at the highest dose activity change, negative = inhibition, hits mostly inhibitors; hit rate 2.3% among 330,000; AID 504467; also: potency is read from the fitted curve at half-maximal effect; % is scaled to controls: 0 for no effect and ±100 for the full control effect; nearly all actives have a fitted effect of over 55% in size
#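 Overnight (16 hr) co-exposure of 2,000 cells/well to 5-fluorouridine and compound at 37 °C preceded detection. Luciferase was quantified via ONE-Glo luminescence; loss of signal denotes inhibition.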
# USP2a inh: blocks human ubiquitin-specific protease USP2a | O75604 | USP2 core, Ub-CHOP2 coupled fluorogenic reporter, 485/531 | Potency, µM (top dose mostly 38.3 µM), inactives show at the highest dose activity change, negative = inhibition, usual class: inhibitors | hit rate 0.01% among 330,000;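 also: potency is read from the fitted curve at half-maximal effect; plate controls were DMSO wells for no effect and full inhibition by NEM control for full effect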
#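 Cell-free coupled assay: 10nM USP2 core preincubated 30min RT with compound in Tris-HCl pH 8.0/CaCl2/CHAPS buffer, then 25nM Ub-CHOP2 and 25nM reporter substrate; fluorescence (Ex 485/Em 531) read after 60min RT, normalized to NEM inhibition, concentration-response curves fitted.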
# * = called active by the depositor; ? = inconclusive; . = no result given; [ ] = another dose, or the depositor's remark. Unless noted, calls follow the shape of the dose curve; as a rule, active = well fitted curve in the direction sought with a large enough effect; inconclusive = small, poorly fitted or top-dose-only effect, or another doubt; inactive = no such curve, though single readings can be large; an effect the other way counts as inactive or inconclusive. Compounds were not picked by outcome. About 3% of those tested had a hit in this group.
SMILES,uPA generation,Mito fusion yeast,TSG101-PTAP inh,Tb PFK inh,TSHR antag,TCR activator,Eya2 inh,BCR signal inh,B2AR arrestin,ELG1 repair inh,USP2a inh
Cc1ccc(C)c(S(=O)(=O)N2CCCOC2CNC(=O)C(=O)NCc2ccccc2)c1 (configuration not stated),-5%,1%,0%,2%,11,15%,10%,?,0.4%,?,3%
O=C(/C=C/c1ccc(O)cc1)c1c(O)cc(O)cc1O,11%,-7%,-1%,3%,-3,4%,-18%,-6%,0.3%,9%,0%
C=CCSc1nnc2c(n1)OC=Nc1ccccc1-2,3%,2%,4%,0%,8,-5%,16%,?,-0.3%,18%,4%
O=S1(=O)c2ccc(Br)cc2N2CCC[C@H]2CN1Cc1ccccc1,?,.,-8%,2%,-19,0%[46.1 µM],-2%,-2%,3.6%,?,-5%
CN(C)c1cc(N/N=C/c2ccc(Cl)cc2)nc(N(C)C)n1,8%,2%,-5%,-4%,-13,-2%,0%,?,0.2%,?,-3%
O=C(NC(=S)Nc1ccc(N2CCOCC2)cc1)c1ccco1,-4%,-3%,-2%,0%,5,6%[46.1 µM],4%,?,0.8%,?,3%
COc1ccc(OC)c(NC(=O)CCNS(=O)(=O)c2cccs2)c1,3%,-4%,2%,2%,7,0%[46.1 µM],-26%,0%,-0.7%,-4%,2%
CC1(C)CCC[C@]2(C)[C@H]3Cc4cc(O)ccc4O[C@]3(C)CC[C@@H]12,5%,.,-4%,1%,-11,2%,-22%,?,0.0%,19%,1%
CC(=O)Nc1ccc(-n2c(C)nc(=O)c(-c3ccccc3)c2C)cc1,4%,-2%,-2%,-4%,11,-1%,-24%,?,-0.3%,0%,2%
Cc1ccn2c(C(=O)CSc3ccccc3Cl)c(C)nc2c1,4%,7%,-5%,-3%,-16,-8%,-27%,12%,0.0%,0%,-1%
Cc1nn(-c2ccc(F)cc2)c(C)c1/C=C/C(=O)N1CCNC(=O)C1,2%,-6%,-6%,-4%,4,3%,-4%,-2%,0.0%,12%,3%
S=C(NCc1ccccn1)Nc1cccc(Cl)c1,3%,-18%,-1%,-3%,14,-3%,0%,5%,-0.4%,0%,2%
CCN1CCCC1CNC(=O)Cn1cnc2ccc(S(=O)(=O)N3CCC(C)CC3)cc2c1=O (configuration not stated),-2%,-4%,-6%,-3%,2,-13%,-8%,-19%,-0.8%,15%,1%
O=C(NNS(=O)(=O)c1ccccc1)c1cccc([N+](=O)[O-])c1,1%,3%,0%,8%,-9,.,-3%,1%,0.2%,5%,0%
O=C(Nc1cc(Cl)ccc1Cl)c1cc(-c2ccco2)on1,2%,-3%,-5%,-2%,2,9%,-6%,4%,-0.4%,?,1%
COc1ccc(C2CC(c3ccccc3)=NN2C(=O)COC(=O)/C=C/c2ccc(O)c(OC)c2)cc1 (configuration not stated),-7%,8%,-2%,1%,-11,-2%,3%,12%,-0.1%,?,-6%
COc1cc2nc(N(CCCN(C)C)C(=O)c3ccc(S(=O)(=O)N(C)C4CCCCC4)cc3)sc2cc1OC,-7%,-11%,-1%,-1%,2,1%,-25%,2%,0.0%,-5%,3%
COc1ccc(OCc2cc(C(=O)N3CCN(CC4CC4)CC3)no2)c(Cl)c1,-2%,7%,-11%,-1%,5,5%,-11%,-7%,0.3%,?,0%
CCc1c(C(=O)N2CCOCC2)csc1C,4%,-4%,-7%,0%,3,.,-12%,2%,-1.2%,14%,-1%
Cc1cc(NC(=O)CSc2nnc(-c3ccccc3F)n2C)no1,0%,-1%,-6%,-2%,0,-3%,0%,11%,-1.6%,13%,1%
Cc1ccc(-n2nnc3c(SCC(=O)NCC4CCCO4)ncnc32)cc1 (configuration not stated),-2%,-11%,-5%,7%,3,-8%,-13%,?,-0.1%,?,3%
Cc1nn(-c2cccc(Cl)c2)c2nc(-c3ccco3)cc(C(=O)O)c12,4%,0%,-2%,-3%,0,-2%,-4%,-3%,-0.2%,5%,1%
CCOc1ccccc1NC(=O)c1cc(=O)c2ccccc2o1,-1%,8%,5%,-2%,3,-4%,9%,7%,0.4%,10%,1%
COC(=O)c1ccc(C(=O)OC)c(NC(=O)CN2CCN(c3ccccc3OC)CC2)c1,5%,10%,-1%,-1%,-2,-6%,-25%,-5%,0.3%,?,-1%
COc1ccc(-c2cnnc(N/N=C/c3c(C)nn(-c4ccccc4)c3Cl)n2)cc1,2%,12%,-3%,5%,20,-5%[46.1 µM],-4%,-4%,4.7%,?,1%
COc1cccc(OCCSc2nc(C)c(Cc3ccccc3)c(=O)[nH]2)c1,1%,1%,1%,-2%,-3,-7%,-4%,1%,-0.3%,7%,1%
COc1ccc(/C=N/NC(=O)CNC(=O)c2ccncc2)cc1OC,-2%,-1%,0%,5%,13,6%,-15%,4%,0.5%,10%,-3%
CC(C)Cc1ccc(CN2CCCC(NC(=O)CCN3CCCCC3=O)C2)cc1 (configuration not stated),2%,-17%,-5%,1%,11,-1%,0%,8%,0.2%,7%,1%
COc1ccccc1CN1CN(S(=O)(=O)c2ccccc2)c2nc3ccccc3nc21,-1%,7%,-1%,2%,-6,-8%,3%,?,0.0%,18%,-1%
Cc1ccc(N=N/C(=C\O)C(=O)c2ccc(Cl)cc2)cc1,0%,4%,-8%,3%,3,1%,-3%,?,0.2%,-7%,1%
Cc1cc(C)c(S(=O)(=O)C(C)C)c(=O)[nH]1,3%,-6%,0%,6%,19,0%,6%,3%,-0.5%,-10%,9%
CCOC(=O)c1ccc(Nc2nc(=O)c3cccnc3s2)cc1,?,1%,.,-28%,8,.,6%,?,0.2%,?,0%
CCOCCCNC(=O)C(c1ccccc1)N(Cc1cccs1)C(=O)CNC(=O)c1ccccc1 (configuration not stated),0%,2%,-2%,10%,-12,6%[46.1 µM],-5%,6%,-1.0%,?,12%
COc1cc(OC)c(CN2CCc3c([nH]c4ccccc34)C2)cc1Br,3%,-4%,-7%,2%,8,-5%,-3%,-18%,0.8%,-16%,4%
CSc1ccc(-c2c(C#N)c(N)nc3c2c(C)nn3-c2ccccc2)cc1,3%,2%,0%,-4%,-14,5%,16%,7%,-0.8%,?,-7%
O=C(COC(=O)C1CCC(=O)N1)Nc1ccc(Cl)cc1Cl (configuration not stated),0%,2%,-5%,3%,0,0%[46.1 µM],0%,11%,-0.4%,13%,0%
O=C(O)CSC(C(=O)Nc1ccc(C(F)(F)F)cc1)c1ccccc1 (configuration not stated),1%,-10%,-10%,-12%,-1,0%,13%,9%,-0.1%,9%,1%
Nc1[nH]n(-c2ccccc2)c(=O)c1N=Nc1ccc2c(c1)OCCO2,-4%,3%,-5%,-4%,-12,-16%,-15%,?,0.0%,?,-2%
O=C1CCc2cc(S(=O)(=O)N3CCCC3C(=O)NC3CCCCCCC3)ccc2N1 (configuration not stated),-15%,0%,0%,-4%,-33,6%,10%,-2%,-0.7%,-24%,1%
CCCCC(=O)Nc1ccc(C(=O)N(CC)c2ccccc2C)cc1,-4%,6%,1%,-2%,-9,4%,-11%,7%,0.4%,?,5%
CC1=CC(C)(C)N(C)C(=O)N1c1ccc(Cl)cc1,-3%,1%,-5%,-8%,-4,2%,-7%,?,-0.6%,7%,2%
CCOC(=O)C(=O)Nc1ccccc1C(=O)Nc1ccc(OC)cc1,.,0%,-1%,5%,16,1%,8%,?,-0.5%,24%,2%
CON/C=C(\C=Nc1ccccc1)c1ncc(C(F)(F)F)cc1Cl,3%,1%,-2%,0%,-12,1%,0%,18%,-0.1%,-3%,0%
CCN(C(=O)COC(=O)Cn1cnc2c1c(=O)n(C)c(=O)n2C)C1CCS(=O)(=O)C1 (configuration not stated),1%,2%,-5%,0%,8,-3%,5%,2%,-0.4%,12%,2%
O=C1CCCN1CCCN1C(=O)N[C@@H](Cc2ccccc2)C1=O,2%,0%,-6%,-4%,-4,8%,-10%,1%,-0.1%,14%,0%
Cc1ccc(Nc2nc(N)c3ccccc3n2)cc1C,7.1µM*,-12%,-6%,-15%,-19,.,-18%,?,-1.2%,?,-1%
COc1ccc(OC)c(NC(=O)COC(=O)CC2CCCCC2)c1,3%,.,0%,-5%,-17,1%[46.1 µM],-5%,0%,-0.7%,6%,-1%
